Bioassay records: PubChem, National Center for Advancing Translational Sciences (NCATS)
Anesthetic bind = binds horse apoferritin like a general anesthetic; 350,000 compounds, 0.074% hits; apoferritin/1-aminoanthracene competitive binding, fluorescence; P02791; AID 485281; Potency, µM (doses to about 77.5 µM), for inactives: at the highest dose activity change, negative = displacement, actives largely listed as inhibitors; also: potency is read from the fitted curve at half-maximal effect; % is scaled to controls: 0 for no effect and ±100 for the full control effect; nearly all actives have a fitted effect of over 20% in size
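Steps: apoferritin (10 uM) was premixed with half-saturated 1-AMA in PBS, compounds were pin-transferred, plates stood 10 min at room temperature, fluorescence was read at 380/535 nm, and curves were fitted with a Hill equation.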
POLK inh = blocks human DNA polymerase kappa activity | Q9UBT6 | purified Pol kappa, fluorescent DNA synthesis assay, 10 min | Potency, µM (top dose mostly 107 µM), inactives show at the highest dose activity, negative = inhibition, usual class: inhibitors | 400,000 compounds, 0.53% hits | AID 588579; also: potency is read from the fitted curve at half-maximal effect; % is scaled to controls: 0 for no effect and ±100 for the full control effect
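Enzyme at 10 nM met test compounds for 15 min at room temperature. Substrate addition (50 nM final) began the reaction, which was monitored by fluorescence at 0 and 10 min.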
POLB inh = blocks human DNA polymerase beta activity; P06746; Potency, µM (highest dose often 114 µM), for inactives: top-dose activity change, negative = inhibition, hits mostly inhibitors; AID 485314; Pol beta primer extension/strand displacement, fluorescence kinetic; 340,000 compounds, 1.3% hits; also: potency is read from the fitted curve at half-maximal effect; % is scaled to controls: 0 for no effect and ±100 for the full control effect
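Pol beta (10 nM) was preincubated with compound for 15 min at room temperature. The reaction was then started with 50 nM substrate and read immediately and after a further 10 min at room temperature.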
APE1 inh = blocks human APE1 abasic DNA cleavage. P27695. recombinant APE1, TAMRA/BHQ-2 abasic DNA cleavage fluorescence. Potency, µM (highest dose often 65.8 µM), inactives show top-dose activity change, negative = inhibition, actives largely listed as inhibitors. 350,000 compounds, 0.35% hits. AID 2517;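 also: potency is read from the fitted curve at half-maximal effect; plate controls were vehicle for no effect and reference inhibitor for full effect; nearly all actives have a fitted effect of over 55% in size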
Target sequence (P27695 whole entry, looked up): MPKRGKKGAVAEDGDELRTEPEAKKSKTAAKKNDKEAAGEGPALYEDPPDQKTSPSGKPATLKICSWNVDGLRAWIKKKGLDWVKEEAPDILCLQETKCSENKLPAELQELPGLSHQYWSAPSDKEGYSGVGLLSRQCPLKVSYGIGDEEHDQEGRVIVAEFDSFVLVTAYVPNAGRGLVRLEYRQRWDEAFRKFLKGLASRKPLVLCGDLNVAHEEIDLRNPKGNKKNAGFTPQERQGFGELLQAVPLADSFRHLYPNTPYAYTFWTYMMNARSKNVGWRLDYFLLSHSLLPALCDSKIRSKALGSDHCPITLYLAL
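Activity was derived from the fluorescence gain between first and third kinetic reads (60 s intervals, ex 525/em 598 nm) after 50 nM THF-abasic TAMRA/BHQ-2 duplex was added to 0.75 nM APE1 preincubated 15 min with compound.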
PGK inhibitor = blocks T. brucei phosphoglycerate kinase; P07378; PGK/GAPDH coupled, Kinase-Glo luminescence, 60 min; Potency, µM (highest dose often 57.5 µM), without a hit: at the top dose activity change, negative = inhibition, hits mostly inhibitors; 380,000 compounds, 0.043% hits; AID 602233; also: potency is read from the fitted curve at half-maximal effect; % is scaled to controls: 0 for no effect and ±100 for the full control effect; nearly all actives have a fitted effect of over 60% in size
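Luminescent ATP detection (Kinase-Glo Plus) follows a 60-minute room-temperature incubation, with wells lacking PGK as controls. Buffer: 100 mM TEA (pH 7.6), 5 mM MgCl2, 0.01% Tween-20. Coupling enzyme GAPDH (100 nM final) supplies unstable 1,3-BPG in-well.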
POLI inh = DNA polymerase iota (human) inhibition; Q9UNA4; Potency, µM (highest dose often 115 µM), without a hit: at the highest dose activity, negative = inhibition, usual class: inhibitors; 390,000 compounds, 1% hits; Pol iota fluorescent replication assay, 10 min; AID 588590; also: potency is read from the fitted curve at half-maximal effect
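Pol iota at 10 nM preincubated 15 min with compounds at room temperature; reaction started with fluorescent substrate, 50 nM final. Fluorescence read kinetically at 0 and 10 min; buffer-only wells as negative control.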
BLM helicase inh = Bloom syndrome helicase (human) inhibition | AID 2528 | P54132 | Potency, µM (highest dose often 56.1 µM), inactives show at the top dose activity change, negative = inhibition, most hits filed as inhibitors | recombinant BLM DNA unwinding, fluorescence dequenching | 350,000 compounds, 0.2% hits;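 also: potency is read from the fitted curve at half-maximal effect; plate controls were vehicle for no effect and no enzyme for full effect; nearly all actives have a fitted effect of over 35% in size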
RXFP1 antag = antagonists of human relaxin receptor RXFP1 | Q9HBX9 | HEK293-RXFP1, relaxin-stimulated cAMP HTRF, 30 min; stronger effect = lower value | activity change, negative = inhibition, % at 57.5 µM | 350,000 compounds, 0.59% hits | AID 1259400;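 active = activity change of -60% or lower, but not beyond a set lower limit; inconclusive = change between -60% and -40%, or beyond the set limit; inactive = change above -40%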; also: % is scaled to controls: 0 for no effect and ±100 for the full control effect
Pol eta inh = blocks human DNA polymerase eta activity. Q9Y253. recombinant Pol eta, fluorescent DNA replication assay. Potency, µM (titrated, usually from 114 µM), for the others: at the highest dose activity change, negative = inhibition, most hits filed as inhibitors. 390,000 compounds, 1.2% hits; also: potency is read from the fitted curve at half-maximal effect; % is scaled to controls: 0 for no effect and ±100 for the full control effect
Target sequence (Q9Y253 whole entry, looked up): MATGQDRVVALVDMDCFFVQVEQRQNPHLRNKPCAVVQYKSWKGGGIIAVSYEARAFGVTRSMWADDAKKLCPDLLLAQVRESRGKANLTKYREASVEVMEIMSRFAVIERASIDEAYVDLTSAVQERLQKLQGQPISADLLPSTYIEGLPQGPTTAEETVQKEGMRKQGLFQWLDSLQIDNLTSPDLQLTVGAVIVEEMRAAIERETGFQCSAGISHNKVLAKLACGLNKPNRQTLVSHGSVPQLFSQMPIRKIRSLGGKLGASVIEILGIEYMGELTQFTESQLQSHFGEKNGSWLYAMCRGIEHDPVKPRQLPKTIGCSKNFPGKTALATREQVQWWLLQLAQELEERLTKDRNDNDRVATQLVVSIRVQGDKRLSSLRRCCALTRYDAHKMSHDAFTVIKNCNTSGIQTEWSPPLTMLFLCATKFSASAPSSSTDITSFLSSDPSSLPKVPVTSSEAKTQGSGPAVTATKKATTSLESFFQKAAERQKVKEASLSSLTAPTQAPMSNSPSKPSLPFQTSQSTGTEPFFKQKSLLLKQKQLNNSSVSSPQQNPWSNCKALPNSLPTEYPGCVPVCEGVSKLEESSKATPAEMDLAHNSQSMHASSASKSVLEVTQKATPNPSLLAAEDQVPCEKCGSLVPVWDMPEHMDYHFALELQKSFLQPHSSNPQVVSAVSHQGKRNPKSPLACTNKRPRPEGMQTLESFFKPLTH
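Pol eta (10 nM) was preincubated with compounds for 15 min at room temperature, after which fluorescent replication substrate (50 nM final) was added to start the reaction. Fluorescence was read kinetically at 0 and 10 min.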
An asterisk follows results filed as active; i = inactive; ? = inconclusive; · = no result given; & = joins results of further samples; [ ] = another dose, or the depositor's remark. Unless noted, calls follow the shape of the dose curve; as a rule, active = well fitted curve in the direction sought with a large enough effect; inconclusive = small, poorly fitted or top-dose-only effect, or another doubt; inactive = no such curve, though single readings can be large; an effect the other way counts as inactive or inconclusive.

Value order: Anesthetic bind	POLK inh	POLB inh	APE1 inh	PGK inhibitor	POLI inh	BLM helicase inh	RXFP1 antag	Pol eta inh
NC(=O)c1ccccc1NC(=O)CN1c2ccccc2S(=O)(=O)c2ccccc21
→ 6%	-1%	-25%	·	i	?	-1%	-1	-6%
CS(=O)(=O)N1N=C(c2cccs2)CC1c1ccccc1F (stereo not drawn)
→ -11%	2%	35%	2%	-6%	19%	-4%	-2	-24%
CCOC(=O)c1c(C)n(C)c2cc(-c3cccc(C(F)(F)F)c3)c(O)cc12
→ -5%	2%	-1%	1%	·	?	1%	3	9%
O=C(NC1CCC(C(=O)O)CC1)OCc1ccccc1 (stereo not drawn)
→ -11%&-3%	-10%&-23%	10%&0%	3%&-2%	5%&-2%&0%	3%&1%	-1%&0%	-1&-4&-26	-24%&-5%&-14%
COc1ccc(-c2ccc3c(c2)C2CC3CCN2C(=O)C2CCCCC2)cc1 (stereo not drawn)
→ ·	-4%	·	·	5%	18%	·	·	-17%
CCOc1ccc(S(=O)(=O)NCCCN2CCCC2=O)cc1
→ -3%	-9%	-25%	1%	-9%	34%[activator]	0%	-5	-10%
COc1ccc(C(=O)NCCc2ccccc2)cc1OC
→ -1%	11%	31%	1%	i	51%[activator]	2%	-1	-5%
O=C(c1ccc(S(=O)(=O)N2CCOCC2)cc1)N(c1ccccc1)C1C=CS(=O)(=O)C1 (stereo not drawn)
→ -1%	-10%	-1%	1%	1%	15%	-1%	-5	1%
CSCCC(NC(=O)/C(=C\c1ccc(Cl)cc1)NC(=O)c1ccccc1)C(=O)O (stereo not drawn)
→ -3%	-15%	3%	-6%	-3%	-3%	-1%	5	-9%
COc1ccc2nc3sc(C(=O)NCCc4ccc(Cl)cc4)cc3cc2c1
→ 6%	-7%	?	·	-6%	-14%	-16%	·	5%
O=C(Nc1cccc(S(=O)(=O)N2CCCCC2)c1)C1CCC1
→ ·	-2%	·	43%	-8%	?	·	-2	?
CC(=O)N(Cc1ccc(F)cc1)Cc1nc2ccccc2c(=O)[nH]1
→ -4%	4%	12%	1%	i	105%[activator]	-2%	-3	-10%
C=CCn1c(SCC(=O)Nc2ccccc2)nnc1-c1cccc(S(=O)(=O)N2CCOCC2)c1
→ -17%	-10%	-2%	3%	-10%	8%	2%	-3	-16%
Cn1c(SCC(=O)Nc2cccnc2)nnc1-c1ccccc1F
→ -3%	-7%	5%	-3%	i	90%[activator]	-2%	-5	3%
O=C(CN1CC(=O)Oc2ccccc21)OCC(=O)c1ccc(F)cc1
→ -8%	-4%	-6%	18%	-2%	16%	6%	-6	-18%
O=C(CSc1ccc2nnc(-c3ccccn3)n2n1)Nc1ccc(F)cc1F
→ -3%	-14%	24%	7%	-3%	6%	1%	5	-17%
Cc1ccc(-c2nnc(SCC(=O)N/N=C/c3ccccc3C(=O)O)n2C2CCCCC2)cc1
→ -15%	-11%	0%	1%	-1%	5%	1%	-9	-13%
O=C(NC1CC1)c1cccc(NC(=O)C2CCCCC2)c1
→ ·	-9%	·	·	-2%	10%	·	·	-7%
CCC(C)Cn1c(C(C)C)nc2ccccc21 (stereo not drawn)
→ -13%	1%	0%	1%	-7%	2%	-5%	1	-14%
CCOC(=O)c1cn[nH]c1NC(=S)Nc1ccc(OC)cc1
→ -4%	3%	-9%	1%	-6%	17%	0%	-2	-18%
CCN(CC)C(=O)Cn1cnc2sc(C(=O)Nc3cc(OC)c(OC)c(OC)c3)c(C)c2c1=O
→ -20%	-11%	3%	4%	·	15%	-2%	6	-15%
Nc1cn(C2OC(CO)C(O)C2O)c(=O)[nH]c1=O (stereo not drawn)
→ -2%	-8%	-15%	19µM*	i	5%	-1%	2	-15%
O=C(NCc1ccncc1)Nc1cccc([N+](=O)[O-])c1
→ -9%	-4%	12%	6%	1%	21%	-2%	-2	-14%
COc1cccc(C(=O)Nc2ccc3oc(-c4cccc5c(Br)cccc45)nc3c2)c1
→ 1%	0%	2%	·	-10%	-3%	-3%	-11	-16%
O=[N+]([O-])c1cccc(-n2nncc2-c2ccccc2)c1
→ -10%	9%	0%	19%	i	-8%	-5%	-13	-10%
COCCCNC(=O)Cn1cnc2c(NCc3ccccc3)ncnc21
→ ·	-3%	·	-11%	-5%	8%	·	·	4%
O=C(Nc1cnn(Cc2ccc(F)cc2)c1)c1cc(-c2cccs2)on1
→ -18%	-8%	5%	-2%	-4%	0%[58.9 µM]	-15%	11	-5%
Cc1ccc(CN(C(=O)COc2ccc(C(C)C)cc2)C2CCS(=O)(=O)C2)o1 (stereo not drawn)
→ -2%	-2%	-13%	·	7%	9%	-1%	·	-26%
CCC(NC(=S)NCc1ccccc1)C(=O)O (stereo not drawn)
→ -23%	5%	?	-3%	0%	-16%	0%	-13	-4%
COc1ccc(Br)cc1S(=O)(=O)n1ccnc1C
→ -13%	-13%	0%	2%	i	25%	0%	2	4%
CCOc1c2ccc(C(=O)NCc3ccc4c(c3)OCO4)cc2nn1C
→ -6%	-2%	15%	?	0%	0%	3%	·	4%
Cc1n[nH]c(C)c1S(=O)(=O)N1CCCC(C(=O)NC2CCCc3ccccc32)C1 (stereo not drawn)
→ -11%	2%	21%	-6%	-4%	45%[activator]	-3%	·	-21%
O=C(CCN1C(=O)[C@@H]2Cc3ccccc3CN2C1=O)NCc1ccc(Cl)cc1
→ -6%	-2%	21%	28%	8%	21%	0%	6	-21%
O=C(Nc1ccccc1Oc1cccnc1)C1CCCN(C/C=C/c2ccccc2)C1 (stereo not drawn)
→ -10%	-19%	?	7%	-6%	-1%	-2%	-2	-6%
Cc1cccc(CSc2ncnc3nc[nH]c23)c1
→ -11%	-1%	15%	1%	-4%	7%	-1%	·	-16%
COC(=O)CNC(=O)c1cc(-c2ccncc2)nc2ccc(C)cc12
→ -7%	17%	16%	17%	-2%	22%	-9%	1	-19%
Cc1cc(C)n(-c2cc(C(=O)O)cc(C(=O)O)c2)n1
→ -12%	-2%	23%	-3%	i	-1%	-6%	-3	-18%
CCN(CC)CCCNC(=O)C1c2ccccc2C(=O)N(C)C1c1ccc(OC)cc1 (stereo not drawn)
→ -8%	9%	29%	-3%	-6%	8%	-1%	-5	-5%
CCCCn1c(SCC(=O)NC(=O)Cc2ccccc2)nc2ccccc2c1=O
→ ·	-3%	·	-10%	2%	10%	·	-1	4%
Cc1cc(C)nc(NS(=O)(=O)c2ccc(NC(=O)c3cccs3)cc2)n1
→ -13%	-26%	11%	-1%	-7%	-12%	1%	1	4%
COC(C/C=C/[C@@H](O)[C@H](C)OCc1ccccc1)OC
→ ·	-2%	·	·	2%	31%[activator]	·	·	-1%
CC1(C(=O)O)CCC(C(=O)NC2CCCCCC2)C1(C)C (stereo not drawn)
→ 0%	-2%	20%	-3%	-6%	?	-1%	7	6%
CC(NC(=O)CCN1N=C(c2ccccc2)CCC1=O)c1ccc2c(c1)OCCO2 (stereo not drawn)
→ -8%	·	-1%	1%	·	·	3%	·	·
CCC(C(=O)NC1CCCC1)N(C(=O)Cn1nnc(-c2cccs2)n1)c1cnc2ccccc2c1 (stereo not drawn)
→ -6%	-2%	-1%	1%	-4%	13%	-1%	-6	-9%
CCCOc1ccc(N2C(=O)CC(NCCCN3CCC(C(N)=O)CC3)C2=O)cc1 (stereo not drawn)
→ ·	-7%	·	·	-4%	-1%	·	5	-10%
CC1Cc2ccccc2N1C(=O)CSc1ncc(-c2ccc(F)cc2)n1C (stereo not drawn)
→ -7%	-6%	6%	5%	i	32%[activator]	1%	-7	-10%
O=C1CN=C(Nc2ccccc2Cl)N1Cc1ccc2c(c1)OCO2
→ 7%	-5%	-9%	-2%	-2%	?	-4%	-8	2%
CCc1ccc(CNC(=O)c2c(C)oc3ncnc(N4CCOCC4)c23)cc1
→ -19%	6%	11%	·	-8%	16%	-4%	-1	-14%
CCOC(=O)c1cnc2ccc(C)cn2c1=O
→ 2%	19%	-1%	19%	-1%	31%[activator]	-10%	1	-9%
CCN1C(=O)N(CC)C2NC(=S)NC21 (stereo not drawn)
→ 0%	1%	1%	-2%	5%	16%	-2%	-1	-19%

Remaining list, next part.
Value order: Anesthetic bind	POLK inh	POLB inh	APE1 inh	PGK inhibitor	POLI inh	BLM helicase inh	RXFP1 antag	Pol eta inh
Cc1cc(C(=O)C(C)OC(=O)c2cnccn2)c(C)n1-c1ccccc1 (stereo not drawn)
→ ·	-16%	·	38%[activator]	0%	21%	·	-18	-25%
COc1cccc(CNC(=O)CSCC(=O)Nc2ccc(C)cc2)c1
→ ·	-2%	·	3%	-6%	23%	·	-11	-17%
COc1cccc(NC(=O)C(NCC(C)(C)CN(C)C)c2ccccc2)c1 (stereo not drawn)
→ -11%	-3%	-6%	1%	4%	?	2%	-4	5%
CC(C)n1nnnc1-c1cc(Cl)cc(Cl)c1
→ -20%	-9%	31%[activator]	-2%	-6%	10%	-4%	2	-2%
CCC(C)(C)NC(=O)C(c1ccc(O)cc1)N(C(=O)Cn1nnc2ccccc21)c1ccc(NC(C)=O)cc1 (stereo not drawn)
→ -8%	5%	10%	5%	-22%	?	0%	-2	1%
COc1ccc(-c2nn(-c3ccccc3C)cc2CNC(C)c2cn(C)nc2C)cc1F (stereo not drawn)
→ -11%	-5%	-21%	3%	1%	-1%	1%	-16	4%

Only part of the results is shown, so the mix of outcomes need not match the whole.
